PfHsp90 set2 = reduces growth (ATP signal) of yeast expressing P. falciparum Hsp90; S. cerevisiae expressing PfHsp90, BacTiter-Glo ATP, 48 h; yeast lacking PDR1 and PDR3 efflux regulators; inhibition, % at 9.4 µM; 310,000 compounds, 0.32% hits; AID 504621;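 active = every replicate shows inhibition above about 80%, whatever the replicate mean, limit read from the data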;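 also: 0% = DMSO neutral controls and 100% = 20 µM radicicol positive controls; yeast relying on Plasmodium falciparum Hsp90 in place of its own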
CDK5 inh = inhibitors of human CDK5/p35 kinase; Q00535+Q15078; Recombinant CDK5/p35, ADP-Glo luminescence, 60 min; inhibition, % at 10 µM; 330,000 compounds, 0.01% hits; AID 488839;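 active = highest replicate inhibition of at least 50% and at least 75% of replicates reaching 50%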;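 also: plate controls were DMSO neutral control for no effect and GW8510 at 10 µM for full effect; many of its hits are not listed in these tables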
SUMO Mot1 rescue = blocks SUMOylation pathway, rescuing yeast Mot1-301 growth; growth rescue, % at 18.8 µM; 320,000 compounds, 1% hits; S. cerevisiae Mot1-301 growth rescue, ATP luminescence, 38.5C; percent above DMSO median, 100 means doubled;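 active = every valid replicate shows activation above 250% relative to neutral control wells; inactive = the rest, any valid replicate at or below 250%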;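 also: OY570 slx delta 5 strain wells were the positive control but not used for scaling; some compounds called inactive have numbers as strong as hits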
RTF Ca sens act = cardiac RTF calcium sensitization; IANBD-labeled TnC RTF fluorescence at EC20 calcium; 0% EC20 calcium, 100% full calcium; activation, % at 7.2 µM; 340,000 compounds, 0.24% hits;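 active = activation above the mean over all tested compounds plus 3 SD, cut at about 30% in these data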;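 also: rise in fluorescence read as greater calcium sensitivity of cardiac thin filaments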
PvdQ acylase = P. aeruginosa PvdQ acylase inhibition. 340,000 compounds, 0.063% hits. inhibition, % at 10 µM. purified PvdQ acylase, fluorescence plate reader; in the data active = inhibition above about 30%, passing the limit was not always enough;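 also: 0% = vehicle neutral wells and 100% = reference inhibitor wells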
Keap1-Nrf2 PPI = Keap1-Nrf2 (human) interaction inhibition; Q14145; Keap1 Kelch-Nrf2 peptide fluorescence polarization, 1536-well; inhibition, % at 9.4 µM; 340,000 compounds, 0.15% hits; in the data active = inhibition above about 12%;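 also: human Keap1 Kelch domain with fluorescein labeled Nrf2 9mer peptide probe; 0% = neutral control wells and 100% = peptide positive control; higher means more block of Keap1 binding to Nrf2 peptide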
Target sequence (Q14145 whole entry, looked up, the tested form may be a part): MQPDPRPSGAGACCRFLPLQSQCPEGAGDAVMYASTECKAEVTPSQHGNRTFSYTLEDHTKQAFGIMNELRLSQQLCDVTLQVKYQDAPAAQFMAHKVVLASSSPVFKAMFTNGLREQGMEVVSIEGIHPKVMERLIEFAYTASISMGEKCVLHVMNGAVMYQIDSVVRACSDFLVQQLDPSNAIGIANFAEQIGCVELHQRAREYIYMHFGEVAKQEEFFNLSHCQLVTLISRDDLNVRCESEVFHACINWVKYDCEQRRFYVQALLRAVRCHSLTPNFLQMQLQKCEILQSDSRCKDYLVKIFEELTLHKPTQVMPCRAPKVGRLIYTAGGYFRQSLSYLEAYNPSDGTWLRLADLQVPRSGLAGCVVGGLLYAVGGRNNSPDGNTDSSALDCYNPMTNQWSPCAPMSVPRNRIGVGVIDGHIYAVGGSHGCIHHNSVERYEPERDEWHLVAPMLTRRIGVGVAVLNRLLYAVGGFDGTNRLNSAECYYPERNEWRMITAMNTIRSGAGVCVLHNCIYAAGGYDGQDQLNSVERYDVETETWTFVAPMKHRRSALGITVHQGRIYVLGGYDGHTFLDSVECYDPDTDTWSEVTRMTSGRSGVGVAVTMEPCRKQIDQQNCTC
dFosB activator = enhances mouse delta FosB homodimer DNA binding. P13346. purified delta FosB, TAMRA-CDK5 oligo fluorescence polarization; percent of positive-control signal above neutral wells. activation, % at 25 µM. 340,000 compounds, 0.99% hits. AID 493131;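 active = mean activation above about 17%, with every replicate also reaching it, limit read from the data, passing the limit was not always enough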;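 also: fluorescence polarization rise as delta FosB binds a TAMRA Cdk5 AP-1 oligo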
Target sequence (P13346 whole entry, looked up): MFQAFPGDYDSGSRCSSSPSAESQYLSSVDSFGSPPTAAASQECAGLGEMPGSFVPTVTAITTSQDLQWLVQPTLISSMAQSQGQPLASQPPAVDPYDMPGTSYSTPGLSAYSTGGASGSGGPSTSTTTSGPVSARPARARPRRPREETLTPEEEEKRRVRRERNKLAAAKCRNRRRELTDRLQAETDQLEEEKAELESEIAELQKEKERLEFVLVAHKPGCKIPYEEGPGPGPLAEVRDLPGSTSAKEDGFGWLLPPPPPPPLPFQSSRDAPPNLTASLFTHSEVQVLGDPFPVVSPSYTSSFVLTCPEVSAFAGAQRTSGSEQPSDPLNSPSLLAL
NSD2 HMT inh = blocks human histone methyltransferase NSD2. 310,000 compounds, 0.54% hits. inhibition, % at 12.5 µM. O96028. NSD2 peptide methylation, AlphaScreen, 120 min; in the data active = inhibition above about 50%
Rtt109 Vps75 = C. albicans Rtt109 histone acetyltransferase inhibition; Q5AAJ8; purified Rtt109/Vps75, ThioGlo CoA-SH fluorescence, 4 h; inhibition, % at 34.9 µM; 330,000 compounds, 0.16% hits; AID 540336;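 active = inhibition of at least 50% in every replicate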
C-LANA FP = KSHV C-LANA DNA binding inhibition | MBP-C-LANA/FAM-LBS DNA binding, fluorescence polarization | inhibition, % at 9 µM | 340,000 compounds, 0.078% hits;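 active = highest replicate inhibition at or above 60% at 9 µM, even if other replicates fall short; inactive = all replicates below 60% inhibition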;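 also: 0% = neutral control wells and 100% = 4 µM acridine orange control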
Cardiac RTF inh = cardiac RTF calcium desensitization; P19429+P45379; IANBD-labeled cardiac RTF, Ca2+ fluorescence; inhibition, % at 7.15 µM; 340,000 compounds, 0.12% hits; AID 493244;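 active = inhibition above the mean inhibition of all tested compounds plus 3 SD, cut at about 17% in these data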;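 also: assay run at fixed EC70 calcium of 1.6 mM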
An asterisk follows results filed as active; / = not tested or not shown.

SMILES	PfHsp90 set2	CDK5 inh	SUMO Mot1 rescue	RTF Ca sens act	PvdQ acylase	Keap1-Nrf2 PPI	dFosB activator	NSD2 HMT inh	Rtt109 Vps75	C-LANA FP	Cardiac RTF inh
COc1cc(/C=C/C(=O)O)ccc1OS(=O)(=O)c1c(C)cc(C)cc1C	/	0.2	9	0	-13	-1	-16	-1	-13	-1.1	-2
CCn1cc(C(=O)N2CCOCC2)c(=O)c2cc(S(=O)(=O)N(C)C3CCCCC3)ccc21	-23	0.0	5	5	-8	0	-6	/	-11	-2.8	0
Cc1cc(Cl)ccc1Oc1ncnc2oc(-c3ccccc3)cc12	-9	-1.0	-3	-2	1	-7	0	0	6	-1.2	0
COc1ccc(CN=C2NC(=O)CC(C(=O)Nc3cc(C)cc(C)c3)S2)cc1 (configuration not stated)	-7	-0.7	-11	-1	-1	1	-3	0	-5	0.8	9
CC(C)c1nc(SCC(=O)NCc2ccccc2)n[nH]1	-1	0.4	504	6	-13	3	2	-3	4	2.9	-7
CCOC(=O)N1CCC(n2c(SCC(=O)N3CCCC3)nc3ccccc3c2=O)CC1	/	0.5	74	1	-2	3	0	0	6	0.8	-1
COc1ccc(OC)c(CN2CCN(C(=O)[C@@H](NC(=O)c3cccc(C)c3)C(C)C)CC2)c1	5	0.4	-19	2	-17	-7	-10	0	3	-0.8	-3
c1csc(-c2noc(CN3CCc4sccc4C3)n2)c1	-25	-1.1	-19	3	-10	-8	0	-2	-1	2.0	-13
COc1ccc(C(=O)OCC(=O)Nc2nnc(-c3ccccc3)o2)cc1	-16	0.8	-12	-2	15	-7	-7	-3	22	-0.7	1
COc1ccc(/C=N/NC(=O)c2cccc(Br)c2)cc1CSc1ccccn1	-39	0.8	1	7	-14	-2	-4	-1	0	0.0	-2
CC(=O)NC(CC(=O)O)c1ccc(F)cc1 (configuration not stated)	2	0.9	45	3	-14	-6	3	-2	-17	-2.0	-3
CCOP(=O)(OCC)c1ccccc1OCP(C)(=O)COc1ccccc1P(=O)(OCC)OCC	-2	-0.2	2	-6	-2	3	1	1	-11	-2.9	-1
CCOC(=O)c1ccc(NC(=O)c2cc3c(C)nn(-c4ccccc4Cl)c3s2)s1	-13	0.0	-12	16	-9	-4	-1	0	-2	-0.8	14
Cc1ccc(Nc2cc(-c3ccccc3)nc3ncnn23)cc1	-43	-2.4	1	1	0	2	-14	-2	-5	-0.3	4
Cc1noc(C)c1C(=O)N1CCN(c2ncccn2)CC1	/	3.6	-13	-3	9	-1	-5	9	11	-1.4	-1
COc1ccc(-c2cn3c(C)c(C(=O)N4CCN(c5ccccc5)CC4)sc3n2)cc1	15	-0.6	/	5	-12	5	-3	/	4	3.1	-6
CC1=C(C(=O)OC2CCCCC2)C(c2ccc(N(C)C)cc2)NC(=O)N1 (configuration not stated)	-36	1.2	-4	6	-7	-3	-20	0	9	-1.0	-9
O=c1[nH]c(CSc2nnc(-c3cccnc3)n2C2CCCCC2)nc2ccccc12	-20	2.2	7	-2	-7	2	1	-7	5	-0.7	-4
COc1ccc(CN2C(=O)c3cccnc3C2Nc2cc(Cl)ccc2OC)cc1 (configuration not stated)	/	-2.0	-9	5	-8	-5	-16	0	-9	-0.3	-10
Cc1ccc(Nc2nnc(SC(C)C(=O)Nc3c(C)n(C)n(-c4ccccc4)c3=O)s2)cc1 (configuration not stated)	4	1.6	24	-2	9	5	1	2	3	-0.4	-7
COC(=O)c1cc(Br)c(=O)n(Cc2ccc(C(=O)O)cc2)c1	-16	-0.9	-2	0	8	6	7	-1	11	-0.2	-7
COc1cccc(NC(=S)N(CCc2c(C)[nH]c3ccccc23)Cc2ccco2)c1	-1	-8.8	6	5	-18	-8	1	/	-11	-0.3	-11
CC(C)CNC(=O)COc1ccccc1[N+](=O)[O-]	-3	-0.7	1	9	4	-2	-3	-3	6	-1.4	-8
COc1ccccc1CN(C)CC(=O)Nc1ccccc1-c1ccccc1	0	1.1	6	-6	-6	1	-6	46	0	-1.1	-5
CCOc1ccc(CCNc2nc3ccccc3n3c(C)nnc23)cc1OCC	-7	-0.6	-7	-1	-9	3	2	-5	/	0.2	-2
Oc1cccc(/C=N/NC(=S)Nc2cccnc2)c1O	-16	1.4	-21	-4	-11	-3	1	79*	9	-0.3	-7
Cc1ccc2c(CC(=O)NCC3(N4CCOCC4)CCCCC3)coc2c1C	/	1.8	4	-2	3	-6	-7	-1	4	0.9	-3
Cc1ccc(S(=O)(=O)N2CCN(Cc3cccc(F)c3)CC2)cc1	-6	-2.3	23	3	-9	-3	3	-3	2	-1.5	-2
NNC(=O)CNC(=O)CNS(=O)(=O)c1ccccc1	-7	1.4	-15	-2	-4	-4	-4	-3	-5	-1.1	-4
O=C(CSc1nnc(CNC(=O)c2c(F)cccc2F)o1)NCc1ccc(F)cc1	-10	1.5	-26	-10	-3	4	2	0	4	0.1	-3
CC(=O)N1CCc2cc(S(=O)(=O)CCC(=O)Nc3ccc4c(c3)OCCO4)ccc21	12	0.2	-2	5	-14	5	-6	-2	-22	1.2	-2
CCOc1ccc(NC(=O)C2CC(=O)N(c3ccc4c(c3)OCCO4)C2)cc1OCC (configuration not stated)	9	-1.1	16	2	-6	-3	-10	1	-18	0.6	2
O=C(/C=C/c1ccccc1)N1CCN(c2cccc(Cl)n2)CC1	/	-0.8	673	-1	-12	-3	1	1	/	0.7	-2
Cc1onc(-c2ccccc2Cl)c1C(=O)NNC(=O)c1nn(C)cc1Cl	27	-0.9	19	8	-11	-3	-9	-1	4	1.0	-10
COc1ccccc1N(CC(O)COc1ccc(C)cc1)S(=O)(=O)c1ccccc1 (configuration not stated)	6	1.3	-25	-4	-6	5	-8	/	14	-0.6	-12
Cc1cc2nnc(SCc3ccccc3)n2c(N)n1	/	-0.5	465	3	-8	-4	-2	-3	12	-1.2	4
CCOc1ccc(NC(=O)C2C(C(=O)O)C3(Cl)C(Cl)=C(Cl)C2(Cl)C3(Cl)Cl)cc1 (configuration not stated)	-2	-0.2	14	/	-9	4	-2	3	36	0.5	/
COc1ccc(NC(=O)N2CCN(C(=O)C(Cc3ccc(F)cc3)NC(C)=O)CC2)cc1 (configuration not stated)	-2	-0.5	293	-1	5	1	-5	-5	19	9.0	-2
CCN1C(=O)/C(=C/N(C(C)=O)c2ccccc2)N(c2ccccc2)C1=S	2	-0.3	/	-1	1	1	4	2	14	-1.0	1
Cc1csc(NC(=O)CSc2nc(=O)n(CCCN(C)C)c3c2CCC3)n1	25	-1.8	-2	5	-5	1	-15	5	-9	-3.1	-17
COc1ccc(S(=O)(=O)N2CCN(CC(=O)N3c4ccccc4CC3C)CC2)cc1OC (configuration not stated)	1	-0.6	/	2	-18	2	-8	0	3	-0.5	-3
CCN(CCCNC(=O)C1CCN(S(=O)(=O)N2CCC3(CC2)OCCO3)CC1)c1ccccc1	-18	-3.4	-25	4	-11	-4	-4	1	1	-2.2	-8
O=C(CNC(=O)c1cc(Cl)cc([N+](=O)[O-])c1)NC1CC1	21	-0.5	-14	1	4	-1	-1	0	-2	1.9	-6
O=C(NC(=S)Nc1cc([N+](=O)[O-])ccc1O)c1cccnc1	-10	-1.0	3	-8	-1	-1	-1	4	-12	0.9	-6
NC(=O)COC(=O)c1cccc2c1-c1ccccc1C2=O	/	-0.1	-11	-2	9	-1	5	0	-4	-0.6	-6
Cc1cc(C=O)sc1[B-](F)(F)F	-7	4.0	/	0	1	4	-13	/	-3	-0.5	-5
COc1cnc(-c2ccccc2)nc1Sc1ccccc1	3	-0.2	-10	-3	0	0	-2	1	1	1.3	3
O=C(NC(=S)Nc1c(Cl)ccc2nsnc12)c1ccccc1F	-8	1.3	18	-4	12	0	-2	0	30	-1.2	2
O=C(NC1CCN(Cc2cccc([N+](=O)[O-])c2)CC1)c1ccccc1	15	1.0	67	-3	8	6	-9	/	-2	0.8	-1
CC(=O)N1N=C(c2cccc([N+](=O)[O-])c2)OC1c1cccc(Br)c1 (configuration not stated)	4	0.9	-11	-5	-15	-7	-9	4	5	-0.9	-3
CCCc1nc2ccccc2c(C(=O)OCC(=O)N2CCc3ccccc32)c1CC	9	1.3	285	-2	-8	-7	0	-1	2	2.3	2
COc1ccc(S(=O)(=O)N(CC(=O)NCc2ccco2)c2ccc(F)cc2)cc1	-6	3.7	0	-8	6	-1	-2	7	20	-0.4	8
COc1ccc(NC(=O)COC(=O)CC2CCCC2)cc1Cl	-38	0.4	14	4	-5	0	-1	5	-1	1.5	-15
Cc1cccc(NC(=O)CSc2nc3[nH]c(=O)cc(O)c3s2)c1	8	-0.2	34	0	-8	-3	-18	12	4	1.2	-9
C=CCNc1nc(-c2ccc3c(c2)OCCO3)cs1	-1	0.6	2	1	8	2	-5	0	26	-1.0	0
CC(C(=O)Nc1ccc(Cl)cc1)N(C)Cc1cccs1 (configuration not stated)	-45	0.0	171	0	-9	-3	-2	-12	1	-0.3	-22
Cc1cc(C)c(NC(=O)COC(=O)c2cccc3c2C(=O)c2ccccc2C3=O)c(C)c1	-4	0.9	-4	-2	-11	-7	3	1	5	-0.2	4
C/C(=N\NC(=O)CNC(=O)C(c1ccccc1)c1ccccc1)c1ccc(C(C)(C)C)cc1	26	1.9	4	-3	7	-2	-6	-1	4	-0.9	0
COc1ccc(C(=O)CSc2nnc(CNC(=O)c3ccco3)n2C)cc1OC	-22	-7.4	-14	4	-14	2	-8	3	-9	1.2	3
Cc1cc(N2CCN(C)CC2)nc2ccc(NC(=S)N3CCN(c4ccccn4)CC3)cc12	-29	-0.3	-15	-2	-8	-2	-8	2	9	-2.9	2

Additional structures follow:
SMILES	PfHsp90 set2	CDK5 inh	SUMO Mot1 rescue	RTF Ca sens act	PvdQ acylase	Keap1-Nrf2 PPI	dFosB activator	NSD2 HMT inh	Rtt109 Vps75	C-LANA FP	Cardiac RTF inh
O=C1C=C(c2ccc(Oc3ccccc3)cc2)C[C@@H](c2ccc(Cl)cc2)C1	/	0.6	6	-2	-6	-4	-3	/	-10	1.2	-3
COc1ccc(-c2csc(Nc3ccccn3)n2)cc1OC	16	-3.4	3	3	-26	-5	-11	11	-5	4.1	-4
CCc1nc(Nc2ccccc2F)c2oc3ccccc3c2n1	5	1.9	1	8	19	0	-18	-3	0	0.1	-2
COC(=O)c1ccc(N2CCc3ccccc32)c([N+](=O)[O-])c1	6	-2.8	-3	-3	2	1	-6	25	11	-2.5	1

An excerpt from above in order of molar mass, largest number first:
SMILES	PfHsp90 set2	CDK5 inh	SUMO Mot1 rescue	RTF Ca sens act	PvdQ acylase	Keap1-Nrf2 PPI	dFosB activator	NSD2 HMT inh	Rtt109 Vps75	C-LANA FP	Cardiac RTF inh
Cc1cc(N2CCN(C)CC2)nc2ccc(NC(=S)N3CCN(c4ccccn4)CC3)cc12	-29	-0.3	-15	-2	-8	-2	-8	2	9	-2.9	2
COc1ccc(C(=O)CSc2nnc(CNC(=O)c3ccco3)n2C)cc1OC	-22	-7.4	-14	4	-14	2	-8	3	-9	1.2	3
O=C1C=C(c2ccc(Oc3ccccc3)cc2)C[C@@H](c2ccc(Cl)cc2)C1	/	0.6	6	-2	-6	-4	-3	/	-10	1.2	-3
